From PubChem BioAssay
ALOX12 inhib – qHTS Assay for Inhibitors of 12-hLO (12-human lipoxygenase) | purified 12-hLO, xylenol orange hydroperoxide absorbance | Potency, µM (top dose mostly 57.1 µM), for the others: top-dose activity change, negative = inhibition, hits mostly inhibitors | 150,000 tested, 0.12% active | AID 1452, 2008; note: potency is the fitted concentration of half-maximal effect; nearly all actives have a fitted effect of over 55% in size; many of its hits are not listed in these tables
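Purified human 12hLO (150 nM), preincubated 15 min with compound, then 40 uM arachidonic acid for 30 min, room temperature, Hepes pH 7.0 with 0.01% Triton X-100. Hydroperoxide detected by ferrous iron/xylenol orange; 573/405 nm absorbance ratio gives reaction progress.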
PNC assembly inh – High Content Assay for Compounds that inhibit the Assembly of the Perinucleolar Compartment. PC3M PTB-GFP, PNC prevalence imaging, 16 h; active compounds read low. activity change (PNC), negative = inhibition, % at 10 µM. 140,000 tested, 3.1% active. AID 2417, 2010;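 active = readout at or below -70, meaning at least 70% loss of cells showing the perinucleolar compartment, a nuclear body marking cancer cells; inconclusive = readout between -30 and a set limit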;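 note: plate controls were DMSO wells for no effect and camptothecin positive control wells for full effect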
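PC3M cells stably expressing PTB-GFP, 750–1000 cells/well, treated 16 h at 37 °C with compound (23 nl of library stock), in duplicate. After paraformaldehyde fixation and Hoechst stain, imaged at 20x; PNC prevalence scored by image analysis.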
ALOX15B inhib – qHTS Assay for Inhibitors of 15-hLO-2 (15-human lipoxygenase 2); Potency, µM (titrated, usually from 57.1 µM), for the others: at the top dose activity change, negative = inhibition, most hits filed as inhibitors; AID 881, 2007; purified 15hLO-2, xylenol orange hydroperoxide absorbance; 110,000 tested, 0.56% active; note: potency is the fitted concentration of half-maximal effect; nearly all actives have a fitted effect of over 60% in size; many of its hits are not listed in these tables
Target sequence (O15296 whole entry, looked up): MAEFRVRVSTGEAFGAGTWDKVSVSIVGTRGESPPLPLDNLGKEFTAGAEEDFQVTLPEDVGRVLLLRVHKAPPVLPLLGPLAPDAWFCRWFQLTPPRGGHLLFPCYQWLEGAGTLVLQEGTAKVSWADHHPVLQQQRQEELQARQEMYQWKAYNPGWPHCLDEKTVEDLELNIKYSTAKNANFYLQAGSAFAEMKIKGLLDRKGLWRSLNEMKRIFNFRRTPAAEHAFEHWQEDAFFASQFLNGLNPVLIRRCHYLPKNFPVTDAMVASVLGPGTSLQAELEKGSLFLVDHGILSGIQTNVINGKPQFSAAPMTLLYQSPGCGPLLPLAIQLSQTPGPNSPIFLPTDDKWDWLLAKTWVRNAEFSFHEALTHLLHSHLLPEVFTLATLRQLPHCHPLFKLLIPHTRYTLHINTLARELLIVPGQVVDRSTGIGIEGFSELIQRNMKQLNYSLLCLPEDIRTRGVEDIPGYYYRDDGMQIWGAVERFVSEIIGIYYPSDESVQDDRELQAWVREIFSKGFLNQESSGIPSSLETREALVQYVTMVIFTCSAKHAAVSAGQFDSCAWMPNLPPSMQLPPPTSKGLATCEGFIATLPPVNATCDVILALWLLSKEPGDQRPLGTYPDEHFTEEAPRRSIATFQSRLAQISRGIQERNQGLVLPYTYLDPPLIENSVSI
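Read-out: hydroperoxide product oxidises ferrous iron, measured as xylenol orange complex via the 573-to-405 nm absorbance ratio after 30 min. Reaction: 50 nM enzyme, 15 min compound preincubation, 45 uM arachidonic acid, 90 min RT, Hepes pH 7.5 with Triton X-100.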
IMPase cell inh – qHTS Assay for Identifying the Cell-Membrane Permeable IMPase Inhibitors | Inositol monophosphatase 1 (Rattus norvegicus), P97697 | 120,000 tested, under 10 active | CHO-M1 cells, IP1 accumulation, HTRF TR-FRET ratio | inhibition (IP1 accumulation), % at 46.1 µM; active = well fitted curve in the direction sought with a large enough effect in the signal ratio, not every such curve was filed as active; inconclusive = small, poorly fitted or top-dose-only effect, or a change in a side signal; inactive = no such curve, though single readings can be large or run the other way; the % refers to the signal ratio;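 note: cells stimulated with carbachol in lithium chloride buffer; plate controls were DMSO basal wells for no effect and reference inhibitor wells for full effect; higher means more IMPase inhibition seen as more IP1 and lower FRET ratio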
Target sequence (P97697 whole entry, looked up): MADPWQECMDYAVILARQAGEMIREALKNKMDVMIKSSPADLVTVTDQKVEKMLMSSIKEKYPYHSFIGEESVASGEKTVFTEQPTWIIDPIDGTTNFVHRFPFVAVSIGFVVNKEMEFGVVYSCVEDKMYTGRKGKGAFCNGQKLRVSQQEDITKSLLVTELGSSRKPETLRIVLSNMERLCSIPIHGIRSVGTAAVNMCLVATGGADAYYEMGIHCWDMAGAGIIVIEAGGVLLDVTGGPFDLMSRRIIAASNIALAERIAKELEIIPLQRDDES
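Measured: the HTRF emission ratio (665/620 nm) plus the 620 nm donor channel, each fitted to the Hill equation to give AC50. Cells were CHO-M1 given compounds up to 46 uM and a 30 min carbachol stimulation at 37C.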
* = called active by the depositor; ? = inconclusive; . = not tested or not shown; [ ] = dose if it differs, or a comment. Unless noted, calls come from the whole dose curve; as a rule, active = well fitted curve in the direction sought with a large enough effect; inconclusive = small, poorly fitted or top-dose-only effect, or another doubt; inactive = no such curve, though single readings can be large; an effect the other way counts as inactive or inconclusive. Unless noted, % is set by controls: 0 for no effect and ±100 for the full control effect. Not all compounds are listed, so the mix of outcomes need not match the whole.

| compound | ALOX12 inhib | PNC assembly inh | ALOX15B inhib | IMPase cell inh |
| --- | --- | --- | --- | --- |
| CCOC(=O)c1sc(NC(=O)CSc2nnnn2-c2ccccc2)c(C(=O)OCC)c1C | -5% | 11 | -3% | 2 |
| CCOC(=O)c1cc2sccc2n1CC(=O)Nc1ccc(OC)c(OC)c1 | -4% | -23 | -10% | 11 |
| Cc1ccc(NC(=O)C2CCN(S(C)(=O)=O)CC2)cc1C | -2% | 28 | 2% | 2 |
| CN(CCNS(=O)(=O)c1ccc2c(c1)oc(=O)n2C)Cc1ccccc1 | -4% | -5 | 6% | 5 |
| Cc1ccccc1OCCCn1c(=O)sc2ccccc21 | 0% | 83 | 1% | -12 |
| Cc1cc(O)cc(O)c1C(=O)Cc1ccccc1 | -1% | 8 | . | . |
| Cc1sc(NC(=O)C2CCCC2)c(C#N)c1C | -21% | ? | . | . |
| Cn1nnnc1SCC(=O)Nc1ccccc1C(=O)NCc1ccccc1 | 2% | -11 | 3% | -1 |
| CCCn1c(SCC(=O)NCc2ccco2)nc2c1c(=O)n(C)c(=O)n2C | -1% | -21 | -3% | 1 |
| CCOc1ccc2cc(C#N)c(SCC(=O)N3CCOCC3)nc2c1 | -10% | ? | -6% | -20 |
| Cc1c(NC(=O)C(C)OC(=O)c2cccs2)c(=O)n(-c2ccccc2)n1C (stereo not drawn) | 0% | 31 | . | . |
| c1nc(NC2CCCC2)c2[nH]cnc2n1 | 1% | -12 | . | -4 |
| CCOc1ccc(Br)cc1S(=O)(=O)Nc1ccc(C(=O)Nc2ccccc2OC)cc1 | -2% | ? | . | . |
| c1ccc2c(c1)CC1(CCCC1)n1nnnc1-2 | -4% | -21 | -4% | 9 |
| COc1ccc([N+](=O)[O-])cc1COc1ccc2c(-c3ccccc3)cc(=O)oc2c1 | 6% | -19 | -3% | 6 |
| COc1ccccc1-c1noc(-c2ccncc2)n1 | -3% | ? | -2% | 4 |
| COc1cc(/C=N/N=C/c2cc(OC)c(O)c(OC)c2)cc(OC)c1O | 1% | 45 | . | . |
| O=C(c1ccco1)N1CCN(c2ccc(S(=O)(=O)N3CCCC3)cc2)CC1 | -1% | ? | 2% | 3 |
| COC(=O)c1nnn(CC(=O)NC(=O)Nc2cccc(C)c2C)c1C(=O)OC | -2% | -113* | . | . |
| Cc1cc(C)n(CC(O)CN2c3ccccc3Sc3ccccc32)n1 (stereo not drawn) | -6% | 19 | 39%[activator] | 1 |
| CCn1nnc(NC(=O)c2cccnc2Cl)n1 | 3% | 42 | -8% | -9 |
| Cc1ccc(S(=O)(=O)NCC(=O)OCC(=O)Nc2ncc(Cl)cc2Cl)cc1 | -2% | ? | -14% | -8 |
| CC1(C)Cc2cccc(OCC(N)=O)c2O1 | 0% | ? | -6% | ? |
| COc1ccc(/C=C(/NC(=O)c2ccccc2)C(=O)N/N=C/c2ccncc2)c(OC)c1 | -1% | 67 | . | . |
| O=C(Nc1nccs1)c1cc2sccc2n1Cc1ccc(Cl)cc1 | 4% | 3 | -1% | -17 |
| Cc1ccc(Sc2ncccc2COC(=O)Nc2ccccc2)cc1 | -2% | 13 | 4% | 4 |
| Cc1cc(C(=O)CSc2nnnn2-c2ccccc2)c(C)n1CCc1ccccc1 | 5% | 91 | 7% | 1 |
| O=C(c1ccccc1)N1CCN(C(=O)N2CCCCC2)CC1 | 0% | ? | 2% | -2 |
| COC(=O)C1=C(C(=O)c2ccc(C)cc2)C(c2ccccc2)n2nnnc2N1 (stereo not drawn) | 4% | 13 | 1% | -2 |
| CCOc1ccc(NC(=S)NC(=O)/C=C/c2ccc(OC)cc2)c([N+](=O)[O-])c1 | -1% | -10 | . | -8 |
| COc1ccc2cnn(-c3ccccc3)c(=O)c2c1OC | 3% | -22 | 5%[2.29 µM] | -4 |
| Cc1ccc2oc(=O)c3cnn(CC(=O)NCCc4ccsc4)c3c2c1 | 3% | -16 | -3% | 2 |
| CCCCNC(=O)/C(C#N)=C/c1cccnc1 | 0% | -106* | . | . |
| O=C(/C=C/c1ccc(Br)cc1)NC(=S)NNC(=O)c1ccco1 | -2% | 5 | . | 6 |
| CCOC(=O)c1c(C)[nH]c(C(=O)OCC(=O)Nc2cc(C)c(Cl)cc2OC)c1C | 2% | ? | -9% | -2 |
| C/C(CC(=O)Nc1ccccn1)=N\NC(=O)c1ccc2ccccc2c1 | -1% | ? | . | . |
| Cc1ccnc(NC(NC(=O)C(C)C)(C(F)(F)F)C(F)(F)F)c1 | -3% | 20 | . | . |
| Cc1cc(N=CC2=C(O)CCCC2=O)no1 | -7% | -13 | 3% | -5 |
| COc1ccc2c(c1)c1nnc(SC)nc1n2C | -15% | -88* | -5% | 3 |
| Cc1ccccc1-c1nc(-c2ccc(NC(=O)c3cccs3)cc2)no1 | 1% | -12 | 10% | 4 |
| O=C(COC(=O)COc1ccc(Cl)cc1)NCc1cccs1 | 4% | 5 | . | 2 |
| CCOC(=O)N1CCC(N2C(=O)c3ccccc3C2Nc2cccnc2)CC1 (stereo not drawn) | 0% | -86* | -4% | -6 |
| CCOC(=O)N1CCN(CC(=O)Nc2c(C(=O)OC)[nH]c3cccc(Cl)c23)CC1 | -2% | ? | 5% | 5 |
| CN=c1oc2ccc(Cl)cc2cc1C(N)=O | -9% | 9 | 1% | -7 |
| O=C(Nc1ncc2c(n1)CC(c1ccccc1)CC2=O)c1ccco1 (stereo not drawn) | -9% | -12 | . | . |
| O=C(Nc1ccccc1)/C(=C\c1ccncc1)NC(=O)c1ccccc1 | 2% | 75 | -3% | 0 |
| CN(C)CCNC(=O)CCCNC(=O)Cn1cnc2sc3c(c2c1=O)CCCC3 | 2% | -1 | 4% | 0 |
| Cc1ccc(Cn2nc(C)c(NC(=O)CSc3n[nH]c(C)c3[N+](=O)[O-])c2C)cc1 | -4% | 2 | . | 8 |
| Brc1ccccc1-c1ccccc1 | -2% | . | -2% | . |
| COc1ccc(S(=O)(=O)n2nc(OC(=O)c3c(-c4ccccc4Cl)noc3C)cc2N)cc1 | 6% | -11 | . | -5 |
| CCCCCn1c(=O)[nH]c2cc(C(=O)NCc3ccc4c(c3)OCO4)ccc2c1=O | -5% | 33 | -17% | -19 |
| CN(CC(=O)NC(c1ccccc1)c1ccccc1)Cc1nc2ccccc2c(=O)[nH]1 | -1% | 5 | 56%[activator] | -1 |
| C=C1c2cc(CC)ccc2NC(=O)N1c1ccc(C)cc1 | 0% | -19 | ? | -2 |
| CCc1ccccc1-n1cnc2cc(C(=O)O)ccc21 | 0% | -8 | -6% | ? |
| Cc1c(C(=O)NCc2ccc(F)cc2)c(-c2ccccc2)nn1-c1ccccc1 | 9% | -17 | -1% | 8 |
| CC(C)[C@@H]1NC(=O)c2cc([N+](=O)[O-])cc(I)c2NCCC[C@@H](C(=O)NC(CC(=O)O)C(N)=O)NC(=O)[C@H](CO)NC1=O (stereo partly drawn) | 0% | 82 | . | . |

(continued)
| compound | ALOX12 inhib | PNC assembly inh | ALOX15B inhib | IMPase cell inh |
| --- | --- | --- | --- | --- |
| CCCn1c(SCC(=O)Nc2sc(C)c(C)c2C(=O)OCC)nc2c1c(=O)n(C)c(=O)n2C | 6% | 29 | -7% | -6 |
| Cc1cc(C)c(C#N)c(SCC(=O)c2ccc(Cl)cc2Cl)n1 | -16% | ? | -5% | 11 |
| N[C@@H](Cn1cc(I)c(=O)n(Cc2ccc(C(=O)O)cc2)c1=O)C(=O)O | -4% | . | 14% | -7 |
| COCCNCCCCOc1ccc(Br)cc1C | 1% | ? | . | . |
| N#CC1=C(N)Oc2cc(O)ccc2C1c1cccs1 (stereo not drawn) | -6% | -106* | -4% | 10 |
| C=Cc1cccc(C)c1 | -2% | . | -2% | . |
| O=C(Nc1ccc(Cl)cc1)/C(=C/c1cccc(O)c1)c1nc2ccccc2s1 | -8% | ? | . | . |
| COc1ccc(-c2c(C)oc3c(CN4CCN(CCO)CC4)c(O)ccc3c2=O)cc1OC | -10% | 17 | -4% | -4 |
| COc1cccc(Cn2c(=O)c(-c3cc(F)cc(F)c3)nc3cnc(OC)nc32)c1 | 6% | . | -2% | . |
| O=C(COC(=O)c1cccs1)Nc1ccccc1 | -2% | ? | 5% | -2 |
| CC(C)CCNC(=O)CSc1nc2ccsc2c(=O)n1NC(=O)c1ccccc1 | -5% | -19 | 5% | 6 |
| CCCCCc1c(C)nc(Nc2nc(C)c3cc(OC)ccc3n2)[nH]c1=O | -2% | 24 | 22% | 4 |
| Cc1ccc(P(=O)(O)c2ccc(C)cc2)cc1 | 0% | -3 | -7% | -9 |
| Cc1cc(C)c(C#N)c(SCS(=O)Cc2ccccc2)n1 (stereo not drawn) | -2% | 48 | -7% | 2 |
| CCc1ccc(S(=O)(=O)N2CC(=O)Nc3ccccc32)cc1 | -2% | 31 | -3% | 0 |
| O=C(NC1CCCCCC1)C1CCN(S(=O)(=O)c2ccc(F)cc2)CC1 | -8% | 13 | 4% | -1 |

Taken from above.
Result for `CCCCCc1c(C)nc(Nc2nc(C)c3cc(OC)ccc3n2)[nH]c1=O` in ALOX12 inhib: -2%
Result for `O=C(COC(=O)c1cccs1)Nc1ccccc1` in ALOX15B inhib: 5%
Result for `Cc1ccc(P(=O)(O)c2ccc(C)cc2)cc1` in PNC assembly inh: -3
Result for `COc1cccc(Cn2c(=O)c(-c3cc(F)cc(F)c3)nc3cnc(OC)nc32)c1` in ALOX15B inhib: -2%

Additional records
| compound | ALOX12 inhib | PNC assembly inh | ALOX15B inhib | IMPase cell inh |
| --- | --- | --- | --- | --- |
| Cc1ccc(CCN2CC(C(=O)N3CCN(c4ccc(F)cc4)CC3)CC2=O)cc1 (stereo not drawn) | 0% | 93 | . | 4 |
| COc1ccc(OC)c(C2CC(=O)c3c([nH]c(C(=O)OC(C)C)c3C)C2)c1 (stereo not drawn) | -4% | ? | 8% | 12 |
| COc1ccc([N+](=O)[O-])cc1NC(=O)c1ccc(CN(c2ccccc2)S(C)(=O)=O)cc1 | -2% | 0 | . | 12 |
| COC1=C(OC)C(=O)C(C/C=C(\C)CC/C=C(\C)CC/C=C(\C)CC/C=C(\C)CC/C=C(\C)CC/C=C(\C)CC/C=C(\C)CC/C=C(\C)CC/C=C(\C)CCC=C(C)C)=C(C)C1=O | -5%[0.00818 µM] | . | -9%[0.0915 µM] | . |
| Fc1ccc(Cn2nnnc2C(c2ccc(Cl)cc2)N2CCSCC2)cc1 (stereo not drawn) | -1% | 35 | 0% | 9 |
| COc1ccc(OCCSCc2nnc(NC(=O)Nc3ccc(Cl)cc3)s2)cc1 | 1% | -4 | . | . |
| CCSc1oc(-c2ccccc2)nc1S(=O)(=O)c1ccccc1 | -2% | ? | ? | -2 |
| COc1cc(NC(=O)CSc2nnc(Cn3nnc4ccccc43)n2C)cc(OC)c1 | -1% | ? | . | 2 |
| O=C(NCCc1csc(-c2cccnc2)n1)c1ccco1 | 4% | 20 | 0% | 4 |

In the list so far, 6 have a cyano group:
| compound | ALOX12 inhib | PNC assembly inh | ALOX15B inhib | IMPase cell inh |
| --- | --- | --- | --- | --- |
| Cc1sc(NC(=O)C2CCCC2)c(C#N)c1C | -21% | ? | . | . |
| CCOc1ccc2cc(C#N)c(SCC(=O)N3CCOCC3)nc2c1 | -10% | ? | -6% | -20 |
| CCCCNC(=O)/C(C#N)=C/c1cccnc1 | 0% | -106* | . | . |
| Cc1cc(C)c(C#N)c(SCC(=O)c2ccc(Cl)cc2Cl)n1 | -16% | ? | -5% | 11 |
| N#CC1=C(N)Oc2cc(O)ccc2C1c1cccs1 (stereo not drawn) | -6% | -106* | -4% | 10 |
| Cc1cc(C)c(C#N)c(SCS(=O)Cc2ccccc2)n1 (stereo not drawn) | -2% | 48 | -7% | 2 |
